Pf apPOL block: Pf-apPOL inhibitors, biochemical, fluorescence; Plasmodium falciparum apicoplast DNA polymerase (apPOL); Recombinant Pf-apPOL, molecular beacon fluorescence, 1.5 h; inhibition, % at 10 µM; 210,000 tested, 0.25% active
mHTT-CaM PPI inh: mutant huntingtin-calmodulin interaction inhibitors – biochemical, AlphaScreen, primary screen; 190,000 tested, 3.6% active; P42858; AlphaScreen His-mHTT/GST-CaM binding, luminescence; inhibition, % at 15 µM;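 note: 0% = both proteins with DMSO and 100% = one protein alone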
The depositor's hits bear a star; · = not tested or not shown; & = joins results of further samples. Cut-off read from the data, not from the text of the source: active = inhibition above about 50%; inactive = the rest. Rows were taken by chance. About 3.7% of those tested had a hit in this group.

SMILES	Pf apPOL block	mHTT-CaM PPI inh
O=C(NCc1cccnc1)C1CCCN(c2cnn(Cc3ccccc3)c(=O)c2)C1 (stereo not drawn)	-4.5	0.7
CC1=NN(C(=O)c2ccc([N+](=O)[O-])cc2)C(O)(c2ccncc2)C1 (stereo not drawn)	-5.0	30.0
O=C(Cc1ccc(Cl)cc1)Nc1cccc([N+](=O)[O-])c1	-11.2	3.4
O=C(NC1CCCC1)c1ccc(NC(=O)C2CCC2)cc1N1CCCCC1	-0.9	-6.3
CC(=O)COc1ccc2c3c(c(=O)oc2c1)CCC3	-6.8	-7.0
CC1CCN(S(=O)(=O)c2cccc(C(=O)NCc3cccs3)c2)CC1	-1.6	-6.2
Cc1ccccc1COc1ccc(C2CC(=O)Nc3n[nH]c(C)c32)cc1 (stereo not drawn)	4.9	-4.8
COCCNC(=O)c1nc(-c2ccc(Cl)cc2)n2c1CCCCC2	6.0	4.9
O=C1OC(c2ccc(Cl)c([N+](=O)[O-])c2)=N/C1=C\c1ccccc1Cl	1.5	-4.0
C=CCc1cc(OC)ccc1OCCCn1cnc2ccccc2c1=O	-4.6	2.8
COc1ccccc1CN1CCc2nc(Nc3ccc(F)cc3F)ncc2C1	-3.3	22.4
O=C(NCc1ccccn1)c1ccc(N2CCCCCC2)c([N+](=O)[O-])c1	-0.6	30.0
CC(C)NC(=O)C(=O)NCc1ccc2c(c1)OCO2	-2.8&-2.7	0.0&6.1
Cc1c(C(=O)Nc2ccc(Cl)cc2)cc(-c2ccc(Cl)cc2)n1-c1ccccc1	-0.9	·
CSc1nc(C)nc(-c2ccccc2)c1C#N	3.3	·
COc1ccc(-c2cc(C(F)(F)F)nc(N3CCCC3)n2)cc1OC	-5.3	-26.0
CCOC(=O)N1CCN(Cc2ccc(F)c(F)c2)CC1	-1.1	-6.7
CN=C(NOCc1ccc(Cl)cc1Cl)c1nonc1N	-2.7	-5.0
CC1CCCN(C(=O)CN2C(=O)NC3(CCCCC3)C2=O)C1 (stereo not drawn)	-5.3	-0.8
Cc1cccc(C)c1NC(=S)N1CCOCC1	-17.0	·
COC(=O)C(C)Sc1nc2c(c(=O)n1-c1ccc(OC(F)(F)F)cc1)SCC2 (stereo not drawn)	-4.2	7.4
COc1cc(OC)cc(N2C(=O)c3ccccc3CC2(C)C(=O)NCc2ccccc2)c1 (stereo not drawn)	-0.7	-9.8
CS(=O)(=O)c1ccc2nc(NC(=O)CN3CCOCC3)sc2c1	2.5	-4.4
Cc1ccc(Cn2cnc3c2c(=O)n(C(C)C)c(=O)n3-c2ccc(F)cc2)cc1	-5.9	6.5
Cc1ccc(S(=O)(=O)c2cc3c(=O)n4ccccc4nc3n(CCN3CCOCC3)c2=N)cc1	0.0	-2.0
SMILES	Pf apPOL block	mHTT-CaM PPI inh
COc1ccc(NC(=O)c2ccc(Cl)s2)c2ccccc12	-6.2	2.7
CC(C)C1c2cccn2CCN1C(=O)Nc1ccc(F)cc1F (stereo not drawn)	0.6	-0.1
CC(C)c1ccc(-c2ccnc3c(C(=O)NCc4ccccn4)cnn23)cc1	-23.3	-4.7
CCOc1ccc(CC(=O)N2CCCC2c2cccc(F)c2)cc1 (stereo not drawn)	-2.2	1.1
COC(=O)CNC(=O)N1CCCC1c1ccc(OC)cc1 (stereo not drawn)	-6.3	3.9
O=C(Nc1ccc(Br)c(C(F)(F)F)c1)C1COc2ccccc2O1 (stereo not drawn)	-3.3	·
Cc1cccc(-c2nc3ccccc3[nH]2)c1	-0.7	0.1
CN(C)CC(O)COc1ccccc1Br (stereo not drawn)	-6.2	-3.1
CCc1cccc(OCc2nc(C(=O)N3CCCC3)cs2)c1	-4.0	5.6
CCOc1cc(S(=O)(=O)NCc2ccccn2)ccc1Br	-5.9	-9.3
O=C(NCCc1csc(C2CCCN(C(=O)C3CCCCC3)C2)n1)C1CC1 (stereo not drawn)	-5.4	-0.1
N#Cc1cccc(NC(=O)OCCN2C(=O)CCC23CCC(c2ccccc2)CC3)c1 (stereo not drawn)	-6.3	-4.2
CCc1ccc(C2C=C(c3ccc(Cl)cc3)Nc3nnnn32)cc1 (stereo not drawn)	-6.5	1.0
O=C(Nc1ccc2c(c1)Cc1ccccc1-2)c1ccc(F)cc1	7.9	2.0
CC(C)CC1=NN(S(=O)(=O)c2ccccc2)C(O)(C(F)(F)F)C1 (stereo not drawn)	-3.0	-7.0
CC(CCN1CCOCC1)c1ccccc1 (stereo not drawn)	-7.0	-6.2
COc1ccc(Cl)cc1NC(=O)C(=O)NCC(c1ccco1)N(C)C (stereo not drawn)	-4.0	-9.7
S=C(Nc1ccccn1)NC1CCCCC1	·	-1.9
CC(C)C12CN3CC(C(C)C)(CN(C1)C3c1cccs1)C2=O (stereo not drawn)	-1.1	-5.0
CCN1C(=O)C2(SCCN2C(=O)c2cccc(OC)c2)c2cc(F)ccc21 (stereo not drawn)	-0.9	42.8
O=C(NCCNc1ccc([N+](=O)[O-])cc1)c1ccc(Cl)cc1	2.3	5.0
O=C(Nc1ccc([N+](=O)[O-])cc1)c1cnc2n(c1=O)CCS2	-4.7	-3.0
CCCCOc1ccccc1-n1c(-c2cccc(OC)c2)cn2c3c(=O)n(C)c(=O)n(C)c3nc12	-2.8	46.0
Cc1cccc(-c2csc3c(=O)n(Cc4ccc(F)cc4)cnc23)c1	-0.8	-29.4
COc1c(NC(=O)N2CC(C)OC(C)C2)csc1Cl (stereo not drawn)	0.6	·
SMILES	Pf apPOL block	mHTT-CaM PPI inh
COc1ccc(CNC(=O)C2=C3CCCN3c3ccccc3S2(=O)=O)cc1	-3.5	-2.7
CC(=O)c1cccc(NC(=O)c2cc(Cl)ccc2Cl)c1	0.7&-6.0	-26.0&1.4
O=C(Nc1ncc(S(=O)(=O)c2ccc([N+](=O)[O-])cc2)s1)c1cccc(Br)c1	3.1&-14.2	3.0&0.4
COc1cc(NC(=O)C2CCn3c(nc4ccccc43)C2)cc(OC)c1OC (stereo not drawn)	-6.5	12.5
N#Cc1cccc(NC(=O)O[C@@H]2CC[C@@]34CCCN3C(=O)CCC[C@H]4C2)c1	-6.8	-7.2
CC(=O)NCc1csc(C2CCN(S(=O)(=O)Cc3cccc(F)c3)CC2)n1	-2.2	-12.0
Cc1ccc(-c2ccnc3c(C(=O)NCC(C)O)cnn23)cc1C (stereo not drawn)	-3.6	-7.9
COc1ccc(-c2nc3ccccc3[nH]c2=O)cc1	-7.1	-4.7
CCCOc1nccnc1NC1CCN(C(=O)c2ccco2)CC1	-6.2	-0.8
CN(C)c1ccc(/C=C(/NC(=O)c2ccccc2F)C(=O)Nc2cccc(Cl)c2)cc1	-0.2	13.0
CCN(Cc1ccccc1)S(=O)(=O)c1cc(Br)cc2c1N(C(=O)C1CC1)CC2	-5.7	-9.0
CCSc1nnc(-c2nn(C)c3c2CN(C(=O)COc2ccc(Cl)cc2)CC3)n1C	-3.0	-2.6
O=C(O)C1CC1(c1ccccc1)c1ccccc1 (stereo not drawn)	-11.4	-9.1
O=C(NCCOc1ccc(F)cc1)c1csc(-c2cnccn2)n1	-7.6	-7.6
FC(F)(F)COc1ccc(-c2nc(-c3ccc(Cl)cc3)no2)cn1	4.8	·
Cc1nc(SCC(=O)Nc2nncs2)n[nH]1	-1.6	2.0
NC(=O)NC(=O)CC1Nc2ccccc2NC1=O (stereo not drawn)	-2.3	3.9
CN(CC(=O)N1N=C(c2cccs2)CC1c1ccc(F)cc1)C(=O)C1CC1 (stereo not drawn)	-0.2	4.6
CC1CCN(S(=O)(=O)c2ccc(NC(=O)c3cccc(F)c3)cc2)CC1	-0.9	-4.4
CC(=O)NC(Nc1ccc(S(N)(=O)=O)cc1)(C(F)(F)F)C(F)(F)F	-1.7	·
O=C(c1ccccc1)N1CCN(CC(O)COC2CCCCC2)CC1 (stereo not drawn)	-2.2	0.0
O=C1C2CCCCC2C(=O)N1c1ccc(NCCc2cccc(F)c2)c([N+](=O)[O-])c1 (stereo not drawn)	-19.6	14.0
CC(C)(C)NC(=O)C1CC(c2ccc(F)cc2)=NO1 (stereo not drawn)	1.3	-11.9
O=C1C(=Cc2ccc(Br)cc2)Oc2c1ccc(O)c2CN1CCOCC1	-24.4	56.4*
Cc1csc(NC(=O)CSc2nc(-c3cccs3)cc(-c3cccs3)c2C#N)n1	35.9	4.0

Some of the entries above in another layout:
Screens in order – Pf apPOL block | mHTT-CaM PPI inh
Cc1cccc(-c2nc3ccccc3[nH]2)c1
→ -0.7 | 0.1
O=C1C(=Cc2ccc(Br)cc2)Oc2c1ccc(O)c2CN1CCOCC1
→ -24.4 | 56.4*

The listing picks up, repeating the seven entries before the break.
SMILES	Pf apPOL block	mHTT-CaM PPI inh
CC1CCN(S(=O)(=O)c2ccc(NC(=O)c3cccc(F)c3)cc2)CC1	-0.9	-4.4
CC(=O)NC(Nc1ccc(S(N)(=O)=O)cc1)(C(F)(F)F)C(F)(F)F	-1.7	·
O=C(c1ccccc1)N1CCN(CC(O)COC2CCCCC2)CC1 (stereo not drawn)	-2.2	0.0
O=C1C2CCCCC2C(=O)N1c1ccc(NCCc2cccc(F)c2)c([N+](=O)[O-])c1 (stereo not drawn)	-19.6	14.0
CC(C)(C)NC(=O)C1CC(c2ccc(F)cc2)=NO1 (stereo not drawn)	1.3	-11.9
O=C1C(=Cc2ccc(Br)cc2)Oc2c1ccc(O)c2CN1CCOCC1	-24.4	56.4*
Cc1csc(NC(=O)CSc2nc(-c3cccs3)cc(-c3cccs3)c2C#N)n1	35.9	4.0
CC(=O)N1N=C(c2ccncc2)OC1c1ccc(C(C)C)cc1 (stereo not drawn)	-18.5	8.0
COc1cccc(C(=O)N2CCCC3(C2)NC(=O)N(Cc2ccc(C)cc2)C3=O)c1OC (stereo not drawn)	-2.5	6.8
COc1ccc(C2CC(C(F)(F)F)n3ncc(C(=O)NC(C)C)c3N2)cc1OC (stereo not drawn)	-1.3	2.0
Cc1cc(OCC(=O)Nc2ccc(F)cc2Cl)nc(N2CCCC(C)C2)n1 (stereo not drawn)	0.1	-9.8
CC(O)(C#CCN1CCCCCC1)c1ccccc1 (stereo not drawn)	-4.9	2.5
O=C(CSc1nnnn1-c1ccccc1)NC1Cc2ccccc2C1	-1.3	·
CCOC(=O)c1ccccc1NC(=O)N1CCn2c(C)ccc2C1CC (stereo not drawn)	-4.6	-5.8
COc1ccc(C(=O)N2CCCC2COc2ccc(C(=O)NC(C)C)cc2)cc1F (stereo not drawn)	-10.2	1.3
O=C(c1cccs1)N1CCC(c2nc(-c3ccncc3)n[nH]2)CC1	-0.5	-1.4
O=C(Nc1ccc(F)c(F)c1)c1cc(S(=O)(=O)NCc2ccccc2Cl)ccc1F	5.6	6.0
CC(=O)N1CCCc2ccc(NC(=O)c3ccc(C)cc3)cc21	-9.5	2.4
CCN1CCN(C(=O)C2COc3ccccc3O2)CC1 (stereo not drawn)	-3.4	-2.0
COC(=O)[C@H]1N[C@@H]([C@@H](NC(=O)COc2ccccc2)C(=O)NCc2ccc(OC)cc2)SC1(C)C	-1.5	8.2
O=C(O)CSc1nc2ccsc2c(=O)n1Cc1ccc(F)cc1	-7.2	-3.0
COc1cc(OC)cc(C(=O)N2CCN=C2SC)c1	-6.8	3.0
O=C(Nc1ccccc1O)c1cccc([N+](=O)[O-])c1	4.5	-0.8
COc1cc(Cc2nccc3cc(OC)c(OC)cc23)c(C2OC(=O)c3ccccc32)cc1OC (stereo not drawn)	-1.2	8.5
CCCC(=O)Nc1ccc(I)cc1Cl	0.0	-4.4
O=c1/c(=C/c2cccc(Oc3ccccc3)c2)sc2ncnn12	0.0	5.0
CC(C)c1[nH]nc2c1C1(C(=O)Nc3ccc(Cl)cc31)C(C#N)=C(N)O2 (stereo not drawn)	-3.6	-1.0
CCCCN(CCCC)Cc1cc(=O)oc2cc(C)c(O)cc12	-4.9	-8.9
COCCN(CCOC)Cc1c(O)cc(C)c2c1OC(=Cc1cc3ccccc3o1)C2=O	0.3	12.0
CCOc1cc(C2C(C#N)=C(N)Oc3n[nH]c(C)c32)ccc1OC(F)F (stereo not drawn)	-0.9	-5.8
COc1ccc(C)cc1NC(=O)C(C)N(c1ccccc1)S(C)(=O)=O (stereo not drawn)	-6.1	-1.8
COc1ccccc1CC(=O)Nc1cc2oc3ccccc3c2cc1OC	-15.1	-7.5
SMILES	Pf apPOL block	mHTT-CaM PPI inh
O=C(NC1CCN(c2ccccc2C(=O)N2CCCC2)CC1)c1ccccc1	-0.6	12.1
O=C(Cc1ccc(F)cc1)Nc1ccccc1NC(=O)c1ccccc1C(F)(F)F	-10.9	-6.6
COc1ccc(C(=O)N2CC(CN(C)C)C3(CCOCC3)C2)cc1F (stereo not drawn)	-13.3	2.3
COc1ccc(C2CN(S(=O)(=O)c3ccc(F)cc3)CCN2C)cc1 (stereo not drawn)	-0.3	4.6
COc1ccccc1OCCSc1nc2ccc(Br)cc2[nH]1	-0.5	-1.0
Cn1cnnc1SCC(=O)c1cccs1	98.4*	-4.7&1.8
Cc1cccc(C)c1-n1nnc(C(=O)NCC2CCCO2)c1C (stereo not drawn)	-3.5	-10.2
COc1cc2oc(=O)cc(-c3ccc(-c4sccc4C=O)cc3)c2c(OC)c1OC	-1.7	-1.8
COc1cccc(CC2CC(c3ccccc3)=NO2)c1OCc1c(Cl)cccc1Cl (stereo not drawn)	-3.8	·
O=C(CSc1nc2c(c(=O)n1-c1ccccc1)SCC2)Nc1ccc2c(c1)OCCO2	0.2	13.0
O=C1S/C(=C\c2ccco2)C(=O)N1c1ccccc1	-4.8	4.0
CCn1cc(C(=O)Nc2ccccc2C(N)=O)c(=O)c2ccc(C)nc21	-15.3	2.0
CCCN1C(=O)c2ccccc2CC1(C)C(=O)NCc1cccc(OC)c1 (stereo not drawn)	-3.2	-12.0
COc1ccc(C2C(=C(O)c3ccccc3)C(=O)C(=O)N2C)cc1 (stereo not drawn)	-1.9	-1.4
O=C1CSC(=S)N1c1ccccc1	-5.6&-7.6	·
COc1ccccc1-c1nc(C2CCN(C(=O)C3COc4ccccc4O3)CC2)no1 (stereo not drawn)	-2.8	34.9

Pulled one by one from the entries so far (two):
SMILES	Pf apPOL block	mHTT-CaM PPI inh
CC(=O)N1N=C(c2ccncc2)OC1c1ccc(C(C)C)cc1 (stereo not drawn)	-18.5	8.0
CCCOc1nccnc1NC1CCN(C(=O)c2ccco2)CC1	-6.2	-0.8

High-throughput results deposited in PubChem by University of Kansas High Throughput Screening Laboratory.
